PriA SSB inh – blocks PriA binding to SSB C-terminal tail. AlphaScreen SSBct-PriA binding, biotinylated peptide. inhibition, % at 33 µM. actives 0.6% (n = 430,000); in the data active = inhibition mostly above about 37%, no sharp cut-off; inactive = mostly below about 20%;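 note: plate controls were negative control peptide for no effect and reference peptide for full effect; strong numbers were not always called active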
CCHF vOTU inh – blocks the CCHF virus ovarian tumor domain protease | AID 651958 | inhibition, % at 11.5 µM | actives 0.55% (n = 370,000) | CCHFV vOTU protease, Pep-AMC fluorescence; in the data active = inhibition above about 30%; note: 0% = vehicle wells with enzyme and 100% = no enzyme wells
MazF activator – MazEF (E. coli) toxin RNase activation. P0AE70. FAM/BHQ RNA-DNA oligo cleavage fluorescence, 5 h. activation, % at 20 µM. actives 0.32% (n = 350,000). AID 504720; in the data active = activation above about 50%
Target sequence (P0AE70 whole entry, looked up): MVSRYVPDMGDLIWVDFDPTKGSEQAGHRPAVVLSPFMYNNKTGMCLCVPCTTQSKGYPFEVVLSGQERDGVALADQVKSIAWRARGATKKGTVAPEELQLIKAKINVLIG
PrPC surface inh – reduces human prion protein on the cell surface; P04156; cell surface PrPC, TR-FRET read-out; inhibition, % at 13.8 µM; actives 0.43% (n = 370,000); in the data active = inhibition above about 24%; note: 0% = median of the test wells and 100% = reference compound wells
BoNT-A LC inh2 – BoNT A light chain protease inhibition; multiplex microsphere protease substrate cleavage, flow cytometry; inhibition, % at 10 µM; actives 0.17% (n = 360,000); AID 588499; note: plate controls were buffer without enzyme for full effect and enzyme alone for no effect
Anthrax LF prot – anthrax lethal factor protease inhibition | P15917 | multiplex microsphere protease cleavage assay, LF | inhibition, % at 10 µM | actives 0.12% (n = 360,000) | AID 588501; note: plate controls were buffer without enzyme for full effect and enzyme alone for no effect
Target sequence (P15917 whole entry, looked up): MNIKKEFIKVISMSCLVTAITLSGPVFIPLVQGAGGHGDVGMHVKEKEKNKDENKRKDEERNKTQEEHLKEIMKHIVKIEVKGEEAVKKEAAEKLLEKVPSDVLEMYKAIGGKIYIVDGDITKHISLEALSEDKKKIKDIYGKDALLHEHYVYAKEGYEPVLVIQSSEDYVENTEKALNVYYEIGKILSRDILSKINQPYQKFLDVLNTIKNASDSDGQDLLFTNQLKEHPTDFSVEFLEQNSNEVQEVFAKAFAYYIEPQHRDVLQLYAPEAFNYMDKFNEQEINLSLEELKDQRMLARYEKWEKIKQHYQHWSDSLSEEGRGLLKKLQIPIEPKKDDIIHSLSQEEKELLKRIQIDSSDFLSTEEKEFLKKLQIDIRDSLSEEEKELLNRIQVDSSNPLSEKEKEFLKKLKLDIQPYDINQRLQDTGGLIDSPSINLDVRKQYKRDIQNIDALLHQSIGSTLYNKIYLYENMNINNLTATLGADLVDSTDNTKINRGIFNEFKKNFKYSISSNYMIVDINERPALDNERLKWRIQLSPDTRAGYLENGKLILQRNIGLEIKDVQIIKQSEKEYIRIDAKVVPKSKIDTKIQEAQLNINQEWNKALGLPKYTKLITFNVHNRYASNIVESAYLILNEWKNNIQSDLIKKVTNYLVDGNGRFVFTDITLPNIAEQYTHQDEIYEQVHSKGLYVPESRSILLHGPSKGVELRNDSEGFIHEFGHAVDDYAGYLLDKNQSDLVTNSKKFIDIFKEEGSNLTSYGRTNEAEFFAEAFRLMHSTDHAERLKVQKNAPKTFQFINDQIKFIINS
SARS 3CLpro inh – SARS-CoV 3CLpro protease inhibition; P0C6X7; recombinant SARS-CoV 3CLpro, quenched FRET peptide cleavage; inhibition, % at 6 µM; actives 0.14% (n = 290,000); in the data active = inhibition above about 12%
VHR inh abs – blocks human VHR1 dual specificity phosphatase; P51452; AID 1654; inhibition, % at 13.3 µM; actives 0.52% (n = 290,000); recombinant VHR phosphatase, pNPP absorbance; in the data active = inhibition above about 50%; note: some compounds called inactive have numbers as strong as hits
Rv3671c protease – inhibits the M. tuberculosis serine protease Rv3671c. P9WHR9. inhibition, % at 5.96 µM. actives 0.048% (n = 320,000). AID 2606; in the data active = inhibition above about 38%;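 note: extracellular domain of Rv3671c used as enzyme; 0% = enzyme with DMSO and 100% = no enzyme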
BoNT F protease – blocks Botulinum neurotoxin F light chain protease; Multiplex microsphere protease cleavage assay, flow cytometry; inhibition, % at 10 µM; actives 0.22% (n = 360,000); AID 588497; in the data active = inhibition above about 35%, passing the limit was not always enough; inconclusive = no clear call, values can overlap the other calls; note: plate controls were buffer without enzyme for full effect and enzyme alone for no effect
An asterisk follows results filed as active; ? = inconclusive; nt = no result given; & = joins results of further samples. Cut-off read from the data, not from the text of the source, unless noted: active = inhibition above about 30%; inconclusive = no clear call, values can overlap the other calls; inactive = below that.

SMILES | PriA SSB inh | CCHF vOTU inh | MazF activator | PrPC surface inh | BoNT-A LC inh2 | Anthrax LF prot | SARS 3CLpro inh | VHR inh abs | Rv3671c protease | BoNT F protease
CCn1cc(C(=O)N(C)c2cc(C)ccc2OC)c2cc(OC)c(OC)cc2c1=O | -15.6 | -3.3 | 8.4 | 6.8 | 2.3 | 2.5 | -1.8 | 34.4 | -9.4 | 12.7
CC(NC(C(=O)c1ccccc1)c1ccccc1)c1ccccc1 (centres undefined) | -18.5 | -6.3 | 4.8 | 10.2 | 0.4 | -5.2 | nt | nt | nt | -6.0
O=C(NCC(=O)N1CCN(S(=O)(=O)c2cccc(F)c2)CC1)c1ccc(Br)o1 | -10.6 | -7.8 | 6.1 | 0.2 | 2.0 | -0.2 | nt | nt | 0.7 | -2.6
c1ccc(Nc2nc(-c3ccncc3)cs2)nc1 | -2.7 | 0.9 | 9.0 | -5.2 | -0.5 | -1.9 | -2.1 | 31.8 | 3.6 | 1.8
COc1ccc(OC)c(NC(=O)c2nc(-c3ccccc3)oc2C)c1 | -17.2 | -10.2 | 2.4 | 7.2 | -1.3 | -4.5 | 4.6 | 7.7 | -2.6 | -3.8
CS(=O)(=O)N(CC(=O)Nc1ccccc1C(=O)N1CCCC1)c1ccc2c(c1)OCO2 | -10.1 | 5.6 | 4.4 | 6.1 | 0.9 | 2.5 | 1.0 | 12.4 | -4.8 | -8.7
CCOC(=O)N1CCN(C(=O)c2cc3c(s2)-c2ccccc2OC3)CC1 | -8.0 | -186.8 | 4.7 | 2.2 | 0.7 | 2.8 | -1.5 | 19.3 | -9.0 | -2.8
COc1cc(OC)cc(C(=O)Nc2cccc(NC(C)=O)c2)c1 | 8.9 | -0.9 | 2.4 | -2.6 | 0.7 | -1.2 | -2.1 | 22.7 | 1.7 | -3.5
CCN(CC)CCCNC(=S)N(CCO)Cc1cc2cc3c(cc2[nH]c1=O)OCO3 | -6.6 | -5.9 | -0.6 | 6.5 | -1.0 | -1.7 | 1.1 | 16.6 | -6.7 | 29.2
O=C1C(C=NCCCN2CCCC2=O)=C(O)c2ccccc21 | 6.0 | 22.9 | 1.1 | -17.8 | 1.2 | -2.3 | -3.6 | -1.9 | 2.2 | 0.1
Cc1ccc(C)c(S(=O)(=O)NCC(=O)Nc2ccc3c(c2)OCO3)c1 | -8.0&-9.5 | 0.3 | 3.1 | -2.8 | -2.2 | 0.7 | -1.1 | 18.8 | nt | -5.8
CN(CC(=O)NCc1cccnc1)S(=O)(=O)c1cc(Cl)ccc1Cl | -8.3 | -9.9 | -2.6 | 4.6 | 0.9 | -1.3 | nt | nt | -3.5 | 9.1
CC(=O)N(C)C[C@@H]1Oc2ncc(C#Cc3ccc(F)cc3)cc2C(=O)N([C@@H](C)CO)C[C@H]1C | nt | -2.7 | -9.6 | -8.9 | 0.1 | 4.3 | nt | nt | nt | 0.2
Cc1ccc(N2CC(C(=O)Nc3nnc(SCC(=O)Nc4nc(C)cs4)s3)CC2=O)cc1 (centres undefined) | 1.0&-8.7 | -15.5 | -0.2 | -6.7 | 0.6 | -0.6 | 0.8 | 8.8 | -25.4 | -0.6
CC(C)(C)n1nnnc1C(c1cccc(C#N)c1)N1CCC(Cc2ccccc2)CC1 (centres undefined) | -4.6 | 11.0 | 1.5 | -3.6 | -0.9 | -7.3 | 0.2 | 1.2 | 9.3 | -9.7
COc1ccc(CSc2ncnc3sccc23)cc1F | -22.4 | 12.9 | 2.1 | -3.8 | -0.1 | 1.8 | 5.5 | 3.6 | -3.7 | 2.1
Cc1nc(-c2ccccn2)nc(SCC(=O)c2ccc(F)cc2)c1Cl | -1.0 | 3.2 | 6.0 | -3.5 | nt | nt | -2.1 | 4.4 | -0.8 | nt
O=C(Nc1ccccc1C(=O)N1CCCCC1)c1cccs1 | 0.4 | 7.9 | 0.0 | -1.4 | 0.1 | 10.3 | -6.2 | 2.3 | -11.8 | 5.0
COc1ccc2cc3cc(C(=O)N(C)C4CCCCC4)oc3nc2c1 | 5.5 | nt | 4.7 | nt | -2.1 | 2.3 | -0.4 | 6.5 | -6.9 | 0.7
Cc1ccc(SCCN2CCN(C)CC2)cc1 | 6.2 | -2.4 | 13.5 | 6.4 | -3.5 | -0.5 | 2.4 | -22.7 | 1.6 | ?
O=C(CNc1ccc(F)cc1)c1ccccc1 | 8.3 | -2.0 | 1.1 | 2.9 | 0.2 | -0.9 | -2.9 | 24.3 | 2.4 | -1.0
CCCCn1c(N)c(N(CCC(C)C)C(=O)c2ccc3c(c2)OCO3)c(=O)[nH]c1=O | 5.6 | -6.4 | -1.4 | 2.1 | 1.2 | -7.4 | nt | nt | 0.4 | 1.9
O=C(O)/C(=C\c1cccc(O)c1)c1ccc(S(=O)(=O)N2CCCC2)s1 | -1.2 | 2.2 | 9.1 | -3.7 | 0.1 | 6.0 | nt | nt | -3.9 | 3.5
O=C(NCc1ccco1)c1ccc2c(c1)N(Cc1ccccc1)C(=O)CS2 | 10.0 | -7.9 | 3.5 | 5.6 | -5.6 | -1.7 | -1.3 | 7.8 | -7.1 | -8.6
CC12C=CC(=O)C=C1CCC1C2C(=O)C[C@@]2(C)C1CCC2(O)C(=O)CO (some centres undefined) | -1.6 | 1.4 | 1.6 | 0.3 | -0.4 | -11.5 | nt | nt | 0.0 | -11.8

In the list so far, these contain a Cl atom.
SMILES | PriA SSB inh | CCHF vOTU inh | MazF activator | PrPC surface inh | BoNT-A LC inh2 | Anthrax LF prot | SARS 3CLpro inh | VHR inh abs | Rv3671c protease | BoNT F protease
CN(CC(=O)NCc1cccnc1)S(=O)(=O)c1cc(Cl)ccc1Cl | -8.3 | -9.9 | -2.6 | 4.6 | 0.9 | -1.3 | nt | nt | -3.5 | 9.1
Cc1nc(-c2ccccn2)nc(SCC(=O)c2ccc(F)cc2)c1Cl | -1.0 | 3.2 | 6.0 | -3.5 | nt | nt | -2.1 | 4.4 | -0.8 | nt

Continuation.
SMILES | PriA SSB inh | CCHF vOTU inh | MazF activator | PrPC surface inh | BoNT-A LC inh2 | Anthrax LF prot | SARS 3CLpro inh | VHR inh abs | Rv3671c protease | BoNT F protease
CC(C)C(=O)Nc1cccc(C(=O)NCc2ccc(S(N)(=O)=O)cc2)c1 | -5.8 | 6.0 | 4.1 | 4.1 | 7.2 | -16.2 | -11.6 | -12.2 | -8.0 | 12.5
CCCCNC(=O)CCn1nc(-c2ccccc2)c2ccccc2c1=O | -2.5 | nt | -2.7 | nt | -2.3 | 6.1 | -2.1 | nt | 5.1 | 20.3
O=C(c1ccc(Cl)nc1)N1CCN(S(=O)(=O)c2ccc(Cl)cc2)CC1 | -8.2 | -18.5 | 5.7 | -0.8 | 0.8 | -2.7 | 3.5 | 29.7 | 4.9 | 1.2
CCC1S/C(=N/N=C/c2ccco2)N(Cc2ccccc2)C1=O (centres undefined) | nt | -9.6 | 2.3 | 6.8 | -4.4 | 9.4 | 4.5 | 25.0 | -4.6 | 13.6
COc1ccc(-c2nnc(SC)o2)c(OC)c1 | -4.7 | 10.0 | -6.2 | 0.2 | -0.7 | 0.0 | 3.0 | 28.6 | -6.2 | 0.1
CCOC(=O)CSC1=C(C#N)C(=O)NC(c2ccc(OC)c(OC)c2)S1 (centres undefined) | 0.0 | -0.8 | -4.7 | -0.7 | -0.4 | -4.9 | -4.5 | 12.0 | 7.4 | -1.8
Cc1ccccc1N1C(=O)c2cccc([N+](=O)[O-])c2C1=O | -13.6 | 3.2 | -8.4 | 3.0 | 0.8 | -6.5 | 2.2 | -0.4 | nt | 0.1
COc1ccc(CC(=O)NCC2COc3ccccc3O2)cc1 (centres undefined) | -12.2 | 14.1 | 9.7 | -1.3 | 0.2 | -1.5 | -5.2 | -12.3 | -4.8 | 2.9
CC(O)CNc1ccc(-c2n[nH]c(=O)c3ccccc23)cc1[N+](=O)[O-] (centres undefined) | -6.5 | 2.4 | 5.7 | -45.0 | -2.1 | -6.4 | -4.0 | -1.6 | -5.6 | 13.2
O=C(Nc1cccc(OC(F)(F)F)c1)C1Cc2c(-c3ccccc3Oc3ccccc3)ccnc2O1 (centres undefined) | nt | 30.0* | nt | 14.0 | -1.0 | -4.6 | nt | nt | nt | -6.1
CCOC(=O)c1cccc(NC(=O)c2ccco2)c1 | -28.7 | -8.9 | 2.5 | 2.9 | ? | 1.1 | 2.0 | -5.0 | -0.8 | -3.8
Cc1cc(C)nc(SCc2nnc(SCC(=O)Nc3ccc(C)c(C)c3)o2)n1 | -11.9 | 10.9 | 4.2 | -0.9 | 0.9 | 3.6 | 1.5 | 3.4 | -10.5 | -7.6
COC(=O)c1sc2nc(CN3CCOCC3)nc(N3CCOCC3)c2c1C | -0.4 | 17.1 | 1.6 | -2.0 | 4.6 | 2.3 | -2.1 | -7.5 | 2.3 | 2.3
COc1cccc(CN(C)C(=O)c2ccc(OCC(=O)N3CCOCC3)c(OC)c2)c1 | 3.1 | -4.7 | 6.9 | -1.9 | -0.1 | 7.2 | nt | nt | 5.9 | 4.6
Nc1cccc(-c2csc(-n3ncc(C(=O)O)c3C(F)(F)F)n2)c1 | -0.4 | 18.9 | -4.2 | 8.8 | -0.9 | -1.8 | 1.7 | 3.0 | 1.1 | 2.9
COc1ccccc1-c1cc(C(F)(F)F)c(C#N)c(=O)[nH]1 | -5.3 | -100.2 | -3.7 | 7.4 | -0.1 | -2.5 | 2.0 | 13.6 | 12.3 | -7.4
COc1ccc(CCN(C)c2ncnc3sccc23)cc1OC | -11.7 | 2.3 | -23.1 | 9.4 | 1.1 | 1.7 | -1.0 | 9.1 | -0.3 | 2.6
Cc1cc(C(=O)NCCc2ccc(Cl)cc2)c(C)o1 | -15.4 | -0.4 | 0.5 | -10.1 | -1.7 | -2.0 | 6.1 | 2.5 | 10.3 | -6.2
Cn1c(NCc2ccccc2)nc2cc(-c3cccc(C(F)(F)F)c3)sc2c1=O | nt | 11.2 | nt | 2.1 | 0.2 | -5.7 | nt | nt | nt | -8.4
O=C(CCN1CCCC1)Nc1ccc(Br)cc1 | 5.4 | 3.4 | 1.9 | 2.2 | 2.2 | -5.4 | -2.3 | -4.6 | -7.9 | ?
CCN(CC(=O)Nc1ccccc1C(F)(F)F)C(=O)COc1cccc2c1OC(C)(C)C2 | -8.0 | 6.2 | 9.8 | -4.7 | 7.8 | 0.9 | nt | nt | 1.0 | 5.8
COc1ccc(CCN2C(=O)C=CC2=O)cc1OC | 3.0&-20.6 | 3.2 | 4.6 | -1.7 | 0.4 | -1.2 | nt | nt | nt | 7.6
CCc1ccccc1N(CC(=O)N1CCCC1)S(C)(=O)=O | 1.3 | -12.6 | 4.6 | -9.4 | 0.2 | -3.6 | -1.9 | 41.5 | -6.2 | 1.4
COc1ccc(C2C(C(=O)NCc3cccnc3)c3cc(OC)c(OC)cc3C(=O)N2C)cc1 (centres undefined) | -8.6 | -20.3 | 4.8 | -5.9 | -0.1 | -9.7 | 2.8 | 12.5 | 7.6 | -2.7
CC1=CC(C)(C(Cl)(Cl)Cl)C(C)=CC1=NO (centres undefined) | nt | -5.0 | 3.4 | 1.6 | 0.1 | -1.0 | nt | nt | nt | 2.0
CC1CN(CCCOc2ccccc2[N+](=O)[O-])CC(C)O1 (centres undefined) | -19.9 | -4.9 | 0.7 | -5.2 | 0.5 | 1.0 | -3.5 | 26.1 | 1.4 | 5.1
COc1cccc(OC)c1C(=O)OCCCOC(=O)c1c(OC)cccc1OC | -9.1 | 0.5 | 0.7 | -5.7 | 0.7 | -2.7 | -2.5 | 11.2 | -0.1 | -5.0
Clc1cccc(-c2nc(NCc3cccnc3)c3ccccc3n2)c1 | -2.0 | 10.2 | -0.4 | 8.4 | 14.0 | -14.0 | -3.2 | 21.3 | -29.9 | 14.4

Source: PubChem BioAssay

These rows are one share of the data; count on the stated rates, not on these rows.
